SV40 large T antigen = SV40 large T antigen inhibitors, biochemical (AID 1903). one-dose inhibition, % at 20 µM; IC50 in µM for titrated hits. SV40 large T antigen ATPase/helicase inhibition assay; higher % means a stronger effect. actives 0.39% (n = 310,000); in the data active = a potency from the dose series; also: strong numbers were not always called active
Dengue-2 NS5 capping = Dengue-2 NS5 methyltransferase inhibitors, primary screen, biochemical, confirmation dose response (AID 588689). Dengue-2 NS5 methyltransferase capping enzyme assay, biochemical; higher % means a stronger effect. inhibition, % at 25 µM, or IC50 in µM where a hit was titrated. actives 0.3% (n = 340,000); in the data active = a potency from the dose series
RSV CPE inhibition = RSV antiviral activity via CPE protection, HEp-2 cells, primary 10 µM value included (AID 2391); HEp-2 cells, RSV-induced CPE inhibition; higher % means a stronger effect; one-dose CPE inhibition, % at 10 µM; IC50 in µM for titrated hits; actives 0.13% (n = 310,000); in the data active = a potency from the dose series; also: strong numbers were not always called active
ER stress rescue = rescue of cells from ER stress-induced death, primary screen, 384-well, CSM14.1, thapsigargin, ATP luminescence (AID 1222). CSM14.1 thapsigargin-induced death rescue, ATP luminescence; higher % means a stronger effect. cellular ATP content (survival), % at 20 µM, or EC50 in µM where a hit was titrated. 190,000 tested, under 10 active;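 active = EC50 below 50 µM in the dose-response confirmation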;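 also: death triggered by thapsigargin at about 15 µM added after 2 h compound pretreatment; cell ATP read after overnight thapsigargin exposure of roughly 18 to 22 hours; normalized against plate controls of thapsigargin alone and 5% DMSO vehicle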
UTI89 phage lysis = inhibition of K1F phage lysis, E. coli UTI89, bacterial capsule biogenesis inhibitors, alamar blue (AID 488966) | E. coli UTI89 K1F phage lysis, alamar blue, 2 h; higher % means a stronger effect | inhibition, % at 100 µM, or IC50 in µM where a hit was titrated | actives 0.02% (n = 340,000);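 active = phage lysis inhibition, versus mean bacterial control, above a set limit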;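 also: capsule biogenesis inhibitors block K1F phage lysis so surviving cells raise fluorescence; higher fluorescence means more inhibition of phage lysis; actives were called in the ten point dose series up to 300 µM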
WT yeast gro inh = growth inhibition of WT strain, primary screen, mitochondrial fusion inhibitor project, WT and mutant strains, chemical genetic; mitochondrial fusion phenotypic screen; inhibition, % at 10 µM; actives 2.1% (n = 190,000); in the data active = inhibition above about 58%; tested in S. cerevisiae
XIAP displacement = XIAP antagonists, biochemical, IAP family, fluorescence polarization (AID 1018) | E3 ubiquitin-protein ligase XIAP (Homo sapiens) | XIAP BIR domain, fluorescence polarization peptide displacement; higher % means a stronger effect | displacement, % at 20 µM, or IC50 in µM where a hit was titrated | actives 0.007% (n = 200,000); in the data active = displacement above about 50%; also: a part of the inactive calls stands beside numbers as strong as those of hits
Yfh1-off respiration = enhancers of respiration in Yfh1-depleted yeast, dose response, Friedreich's ataxia, plus single-dose screen (AID 1465); S. cerevisiae Yfh1-off respiration, WST-1 reduction, 72 h; higher fold induction means a stronger effect; one-dose fold induction at 50 µM; EC50 in µM for titrated hits; actives 0.074% (n = 220,000);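 active = fold induction of absorbance versus untreated yeast above a set limit, then at least 30% activation at any dose in follow-up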;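 also: activators that raise dye reduction in frataxin-depleted yeast; strong numbers were not always called active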
West Nile virus CPE = West Nile virus antiviral activity, cell-based, CPE readout (AID 1621) | West Nile virus-infected cells, CPE inhibition; higher % means a stronger effect | CPE inhibition, % at 10 µM, or IC50 in µM where a hit was titrated | actives 0.02% (n = 290,000); in the data active = a potency from the dose series; also: strong numbers were not always called active
WT yeast gro inh mutant strain = second read-out of WT yeast gro inh, no call of its own (marks repeat the call); inhibition, %; mitochondrial fusion phenotypic screen, mutant strain inhibition
The depositor's hits bear a star; i = inactive; . = no result given; [ ] = remark or other dose.

| molecule | SV40 large T antigen | Dengue-2 NS5 capping | RSV CPE inhibition | ER stress rescue | UTI89 phage lysis | WT yeast gro inh | WT yeast gro inh mutant strain | XIAP displacement | Yfh1-off respiration | West Nile virus CPE |
| --- | --- | --- | --- | --- | --- | --- | --- | --- | --- | --- |
| Cn1c(=O)cc(SCC(=O)NCCC2=CCCCC2)c2cc(Cl)ccc21 | 4% | -6% | 2.1% | -1.1% | 1.1%[50 µM] | 9 | -38 | -3.1% | i | 0.7% |
| CS(=O)(=O)N(CC(=O)N1CCCCCC1)c1ccccc1 | -3% | -7% | 1.8% | . | -0.2% | 1 | -31 | -3.3% | i | -0.1% |
| CC(CN1CCCCC1)c1ccccc1 (stereo unspecified) | 0% | -1% | 1.1% | . | -0.5% | . | . | . | . | -0.1% |
| COc1cccc(-c2csc(NC(=O)C3CC3)n2)c1 | -1% | -1% | 7.0% | -1.4% | -0.4% | -1 | 3 | -1.2% | i | 0.1% |
| COc1ccc(OC)c(CCNC(=O)c2ccccc2NC(=O)C2=C(C)OCCS2)c1 | 3% | -15% | 4.7% | . | 0.6% | . | . | . | . | 0.5% |
| CC(Oc1ccc(F)cc1)C(=O)Nc1ccc2ccccc2c1 (stereo unspecified) | 0% | 2% | 46% | 1.6% | 0.4% | 0 | -9 | 0.7% | i | -1.4% |
| Cc1ccc(-c2cnc3cc(C)nn3c2)cc1 | 0% | -1% | 2.5% | -0.1% | 1.9% | 0 | -12 | -4.6% | i | -0.2% |
| CCOc1ccc(-c2c(C(=O)N/N=C/c3ccc(C)cc3)nnn2-c2nonc2N)cc1 | 9% | -5% | . | . | 0.2% | . | . | . | i | -0.3% |
| Cc1cccc(OCC(=O)O/N=C(\N)c2ccncc2)c1 | 2% | -3% | 0.8% | . | 0.5% | . | . | . | . | -0.6% |
| CC1=C(C(=O)OCC(C)C)C(c2cccs2)NC(=S)N1 (stereo unspecified) | 51µM* | -1% | 0.3% | -2.3% | 0.8%[50 µM] | 9 | -9 | -9.0% | i | -0.9% |
| CCSc1nnc(NC(=O)c2ccc3ccccc3n2)s1 | 1% | 7% | 13% | -1.5% | -0.1% | . | . | -4.3% | i | 0.3% |
| O=C(c1c[nH]c(C(=O)N2CCN(c3ccccc3F)CC2)c1)c1cccc(Cl)c1Cl | 10% | -10% | . | -2.8% | 1.1% | 54 | 30 | -2.1% | i | -1.0% |
| Cc1ccc(C)c(OCCSc2nnc(-c3cccnc3)n2N)c1 | 0% | 2% | 5.3% | -8.3% | 0.6% | -12 | -41 | -0.8% | i | -1.1% |
| Cc1ccccc1N(CC(=O)Nc1ccccc1C(=O)O)S(C)(=O)=O | -2% | 4% | 1.9% | -1.2% | 0.5% | . | . | -2.9% | i | 0.9% |
| CC(C(=O)N1CCN=C1c1ccccc1)N1C(=O)c2ccccc2C1=O (stereo unspecified) | 19% | 3% | 1.0% | . | -0.1% | . | . | . | i | 0.6% |
| Cc1c(N=C(N)/N=C(\N)Nc2ccccc2)c(=O)n(-c2ccccc2)n1C | 5% | 1% | 1.3% | -3.8% | 5.4% | -11 | -6 | -2.1% | i | 1.3% |
| O=C(Oc1ccc(O)cc1)C12CC3CC(CC(C3)C1)C2 | 7% | -4% | -0.6% | 0.8% | -0.2% | 1 | 34 | -8.3% | i | -0.9% |
| COc1cc(/C=C2\N=C(c3ccccc3)OC2=O)ccc1OCc1c(C)no[n+]1[O-] | 22% | -1% | 0.1% | 0.6% | 1.5% | -2 | -4 | -7.6% | i | 0.4% |
| CCSc1oc(-c2ccco2)nc1S(=O)(=O)c1ccc(F)cc1 | 7% | -10% | 2.9% | . | 0.1% | 11 | 8 | -0.9% | i | -0.9% |
| COc1ccc(C(C(=O)NC2CCCCC2)N(C(=O)Cc2c[nH]c3ccccc23)c2ccccc2)cc1OC (stereo unspecified) | -2% | -3% | 49% | -0.7% | 2.5% | -16 | -2 | -11% | i | -0.9% |
| CN(CC(=O)Nc1cccc(F)c1)C(=O)c1cccnc1Sc1ccccc1Cl | 13% | -1% | -1.6% | . | -0.4%[50 µM] | . | . | . | . | . |
| COc1ccccc1NC(=S)N1CCN(C/C=C/c2ccccc2)CC1 | 11% | 4% | -0.4% | 2.6% | 1.6% | 11 | 17 | -5.6% | i | -1.1% |
| CC(=O)NC(Cc1ccccc1)C(=O)NC(Cc1ccccc1)C(=O)O (stereo unspecified) | 4% | 3% | 1.3% | . | 0.1% | . | . | . | . | 0.0% |
| O=C(Nc1ccc(N2CCOCC2)c(Cl)c1)c1ccccc1Cl | . | -3% | 12% | -1.7% | 10% | 0 | 4 | -1.7% | i | -0.3% |
| O=[N+]([O-])c1ccc(/C=[N+](\[O-])[C@@H]2CCCC[C@@H]2/[N+]([O-])=C/c2ccc([N+](=O)[O-])o2)o1 | 16% | 5% | 1.9% | . | 0.4% | . | . | . | . | -2.8% |
| CN(C)C(CNC(=O)C1CCN(S(=O)(=O)c2ccc(Cl)cc2)CC1)c1ccccc1 (stereo unspecified) | 13% | -6% | -2.8% | . | 0.0% | . | . | . | . | -0.7% |
| O=C(NCC1CCN(c2ccc(S(=O)(=O)N3CCOCC3)cc2)CC1)c1ccc(Cl)cc1 | 15% | -4% | 5.1% | 1.2% | 0.2% | 14 | -13 | -5.3% | i | 0.4% |
| O=C(CSC1=NCCN1)NC12CC3CC(CC(C3)C1)C2 | 9% | -3% | 3.5% | 19% | 0.1% | -12 | -10 | 1.1% | i | 0.0% |
| O=C1CC(c2ccccc2)Sc2nc(-c3ccccc3)c(-c3ccccc3)n21 (stereo unspecified) | 1% | 1% | 4.0% | 3.3% | 2.9% | -4 | 3 | -4.9% | i | 0.9% |
| O=C(NCCN=C1NS(=O)(=O)c2ccccc21)c1ccc2nccnc2c1 | 11% | -3% | 2.5% | -1.2% | 2.2% | 4 | -8 | -6.8% | i | 0.2% |

One compound at a time, from the list above:
O=C(Oc1ccc(O)cc1)C12CC3CC(CC(C3)C1)C2 as listed: SV40 large T antigen: 7%; Dengue-2 NS5 capping: -4%; RSV CPE inhibition: -0.6%; ER stress rescue: 0.8%; UTI89 phage lysis: -0.2%; WT yeast gro inh: 1; WT yeast gro inh mutant strain: 34; XIAP displacement: -8.3%; Yfh1-off respiration: i; West Nile virus CPE: -0.9%
COc1ccccc1NC(=S)N1CCN(C/C=C/c2ccccc2)CC1 as listed: SV40 large T antigen: 11%; Dengue-2 NS5 capping: 4%; RSV CPE inhibition: -0.4%; ER stress rescue: 2.6%; UTI89 phage lysis: 1.6%; WT yeast gro inh: 11; WT yeast gro inh mutant strain: 17; XIAP displacement: -5.6%; Yfh1-off respiration: i; West Nile virus CPE: -1.1%

(listing goes on)
| molecule | SV40 large T antigen | Dengue-2 NS5 capping | RSV CPE inhibition | ER stress rescue | UTI89 phage lysis | WT yeast gro inh | WT yeast gro inh mutant strain | XIAP displacement | Yfh1-off respiration | West Nile virus CPE |
| --- | --- | --- | --- | --- | --- | --- | --- | --- | --- | --- |
| CN(NS(=O)(=O)c1ccc(Cl)cc1)c1cnn(C)c(=O)c1Cl | 8% | -3% | 0.1% | . | 0.3% | . | . | . | i | 0.1% |
| COc1ccccc1Oc1coc2c(CN3CCN(C)CC3)c(O)ccc2c1=O | 2% | -3% | -2.7% | . | 0.3%[50 µM] | 2 | -21 | -5.8% | i | 0.1% |
| CCOc1ccc(Br)cc1S(=O)(=O)Nc1ncn[nH]1 | 12% | 5% | 1.5% | . | 0.2% | . | . | . | . | -0.6% |
| CCOc1ccc(C(=O)Nc2ccc(N3CCN(C)CC3)cc2)cc1Br | 1% | -5% | -1.5% | -4.1% | 0.2% | 5 | 1 | -3.1% | i | -0.2% |
| CC(C)CC(NC(=O)C(Cc1ccc(OCc2ccccc2)cc1)NC(=O)OC(C)(C)C)C(N)=O (stereo unspecified) | 8% | 0% | 0.8% | 2.2% | 0.1% | 19 | 21 | -7.2% | i | 0.1% |
| N=c1c2c(ncn1Cc1ccco1)Oc1c(ccc3ccccc13)C2c1ccccc1 (stereo unspecified) | 4% | -6% | -1.5% | -2.0% | 11% | 69* | 40* | -0.6% | i | -0.9% |
| COc1cccc(-n2c(-c3cccc(S(=O)(=O)N(C)C)c3)n[nH]c2=S)c1 | 27% | -10% | -0.5% | 1.4% | 1.9% | 1 | -5 | -8.5% | i | -0.8% |
| CCOC(=O)N1CCN(Cc2nc3cc(NC(C)=O)ccc3n2C)CC1 | 12% | -1% | 0.9% | . | 0.3% | . | . | . | . | -0.3% |
| CC(C)(CO)NC(=O)CC1C(=O)NCCN1Cc1ccc(-c2ccccc2)cc1 (stereo unspecified) | 13% | -3% | 0.6% | -2.1% | 0.6% | 3 | -4 | 2.1% | i | 0.0% |
| CNc1nc(SC(C)C(=O)Nc2ccc(Cl)c(Cl)c2)nc(N2CCOCC2)n1 (stereo unspecified) | 5% | 1% | -2.0% | -0.9% | 0.0% | 11 | 12 | -5.3% | i | -0.8% |
| O=C(/C=C/c1cccs1)N1CCCCC1 | -2% | . | 0.7% | -0.6% | . | -1 | 8 | -1.8% | i | 1.9% |
| O=C(Nc1nnc(C2CC2)s1)C1=NN(C2CCS(=O)(=O)C2)C(=O)CC1 (stereo unspecified) | 10% | 0% | 0.0% | . | -0.2% | 14 | 9 | -9.4% | i | -0.1% |
| CCOC(=O)N1CCN(C(=S)Nc2ccc3nc(N4CCN(CC)CC4)cc(C)c3c2)CC1 | 6% | -1% | -0.8% | 1.6% | 0.2% | 1 | -8 | -8.1% | i | 2.1% |
| COc1ccccc1N(CC(=O)NC1CCCC1)C(=O)c1csnn1 | -2% | -1% | 1.4% | -2.9% | 0.0% | -6 | -14 | -1.9% | i | 0.0% |
| Cc1ccc(-n2ncc3c(=O)n(CC(=O)OCc4ccccc4)cnc32)cc1 | 5% | 1% | 0.0% | -0.6% | 0.8% | -8 | 6 | -2.0% | i | -0.1% |
| CC1(C)OC(=O)C(=CNCC(=O)NCC(=O)O)C(=O)O1 | 4% | 7% | 2.8% | -2.7% | 7.4% | 1 | -1 | -2.6% | i | 1.6% |
| COc1ccc(C(=O)Nc2ccc(Cl)cc2C(=O)NCc2ccco2)cc1 | 10% | 1% | 2.4% | -2.0% | 0.0% | -4 | -1 | -6.9% | i | 0.8% |
| COc1c(Cl)cc(Cl)cc1C(=O)Nc1ccc(NC(=O)c2cccs2)cc1 | 0% | 4% | 12% | -1.4% | -4.5% | 26 | 16 | -6.1% | i | 0.1% |
| CCOc1ccc(NC(=O)CN(C)C(=O)c2cn3ccccc3n2)cc1OCC | 2% | -2% | -1.0% | . | 1.8%[50 µM] | . | . | . | . | . |
| COc1ccc(C(=O)Nc2ccc(S(=O)(=O)N(C)c3ccccc3)cc2)cc1 | 7% | -11% | 2.0% | . | 0.5% | . | . | . | . | . |
| Cc1nc2c(c(-c3ccccc3)c1C#N)C(=O)c1ccccc1-2 | 3% | 5% | 2.7% | -0.8% | 3.7% | -3 | -1 | -5.7% | i | 0.4% |
| Cc1cccnc1NC(=O)C12CCC(C)(C(=O)O1)C2(C)C (stereo unspecified) | 16% | -7% | 0.8% | 0.7% | 0.8% | -15 | 33 | -6.1% | i | 0.2% |
| O=C(COC(=O)c1cc([N+](=O)[O-])ccc1NCc1ccccc1)NC1CCCCC1 | -3% | 0% | 3.5% | -3.1% | 1.2%[50 µM] | -3 | -3 | -8.4% | i | -0.8% |
| O=C(COc1ccccc1F)NCc1ccc(-n2cccc2)cc1 | 14% | 4% | 1.4% | -0.8% | 0.0% | 11 | -20 | -6.9% | . | . |

Assay outcomes as filed in PubChem BioAssay.
